Screening results deposited in PubChem BioAssay by several laboratories.
Bfl-1 inhibitors – Bfl-1 inhibitors, primary screen, biochemical, fluorescence polarization, FITC-Bid, mouse (AID 432) | one-dose displacement, % at 20 µM; IC50 in µM for titrated hits | FITC-Bid BH3 peptide fluorescence polarization displacement; higher % means a stronger effect | 0.02% of 64,000 active; in the data active = a potency from the dose series; inactive = the rest, 99 in 100 with displacement below about 15%; also: strong numbers were not always called active
HPDE-C7K KRASV12 – cytotoxicity in KRAS-transformed pancreatic duct cells, primary screen, cell-based, fluorescence, HTS (AID 431); HPDE-C7K KRASV12 cells, Alamar Blue viability, 48 h; higher % means a stronger effect; cytotoxicity, % at 10 µM, or EC50 in µM where a hit was titrated; 1.7% of 63,000 active;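 active = compounds whose percent cytotoxicity in the single-dose primary screen, scaled between solvent and toxic-drug controls, exceeds 50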;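 also: 0% = DMSO solvent wells and 100% = doxorubicin-treated wells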
HPDE-C7 viability – cytotoxicity in HPDE-C7 cells, cell-based, fluorescence, HTS (AID 430); 1.8% of 63,000 active; cytotoxicity, % at 10 µM; hits with a dose series show EC50 in µM; HPDE-C7 pancreatic duct cells viability, fluorescence; higher % means a stronger effect;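 also: cells exposed to compound for 48 hours before viability readout; 0% = vehicle and 100% = reference cytotoxic drug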
TNAP inhibition – inhibition of tissue-nonspecific alkaline phosphatase – biochemical, luminescent (AID 518). purified TNAP enzyme, luminescent substrate readout; higher % means a stronger effect. one-dose inhibition, % at 20 µM; IC50 in µM for titrated hits. 0.09% of 64,000 active; in the data active = a potency from the dose series; inactive = the rest, 99 in 100 with inhibition below about 22%;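 also: plate controls were vehicle for no effect and reference inhibitor for full effect; many of its hits are not listed in these tables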
Spn MK inh – S. pneumoniae mevalonate kinase inhibition; purified MK, PK/LDH-coupled NADH absorbance 340 nm; inhibition, % at 10 µM; 0.48% of 65,000 active; AID 555;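 active = ranked among the strongest by inhibition in the single 10 µM screen, a fixed top-ranked set picked for dose follow-up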; also: no value below 0 was filed
Spn PMK inh – S. pneumoniae PMK inhibition; purified PMK, PK/LDH-coupled NADH absorbance 340 nm; inhibition, % at 10 µM; 0.49% of 65,000 active;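 active = top-ranked compounds by inhibition in the single 10 µM screen, taking a fixed number of the strongest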;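 also: 0% = full reaction with DMSO carrier and 100% = background rate without enzyme reaction; no value below 0 was filed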
HT1080 cytotoxicity – HT1080 cell viability loss – fluorescence readout (AID 620); cytotoxicity, % at 10 µM; hits with a dose series show EC50 in µM; 0.42% of 87,000 active; HT1080 viability, fluorescence; higher % means a stronger effect;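 also: cells exposed to compound overnight then 4 h with Alamar Blue; 0% = vehicle DMSO and 100% = killing control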
DPM-DC inhibit – S. pneumoniae DPM-DC inhibition | purified DPM-DC, PK/LDH coupled NADH fluorescence | calls only at 10 µM | 0.49% of 65,000 active | AID 556;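 active = the 320 compounds with the highest percent inhibition in the single-dose primary screen, excluding strongly autofluorescent ones, cut at about 32% in these data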;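 also: kinetic rate of NADH fluorescence loss reporting ADP formed by the decarboxylase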
LYP inhibition – LYP phosphatase inhibitors, primary screen, biochemical, DiFMUP fluorescence, recombinant catalytic domain, 10 µM (AID 606). one-dose inhibition, % at 10 µM; IC50 in µM for titrated hits. 52,000 tested, under 10 active. recombinant LYP catalytic domain, DiFMUP fluorescence; higher % means a stronger effect;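 active = IC50 under 40 µM in the dose-response test; inactive = IC50 of 40 µM or more, or never dose-tested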
Spn PMK inh pilot replicates – also measured in Spn PMK inh; calls as there; inhibition, %; measured here: pilot screen replicates
Spn MK inh pilot replicates – further read-out of Spn MK inh, marked with its call; inhibition, %; measured here: pilot screen replicates
DPM-DC inhibit pilot screen % – recorded beside DPM-DC inhibit, whose call it bears; inhibition, %; measured here: pilot screen trials
* = called active by the depositor. Rule as the data show it, unless noted: active = cytotoxicity above about 50%; inactive = the rest.

For Cc1c(NC(=O)C2CCCCN2S(=O)(=O)c2ccc(Cl)cc2)c(=O)n(-c2ccccc2)n1C (configuration not stated) the results were Bfl-1 inhibitors 2%, HPDE-C7K KRASV12 -8%, HPDE-C7 viability -16%, TNAP inhibition 5%, Spn MK inh 7, Spn PMK inh 9, DPM-DC inhibit inactive, LYP inhibition 4%, Spn PMK inh pilot replicates 0.0, Spn MK inh pilot replicates 0.0 and DPM-DC inhibit pilot screen % 0.0.
Screening CCn1c(=O)cc(SCC(=O)N2CCC(C)CC2)c2ccccc21 returned Bfl-1 inhibitors -7%, HPDE-C7K KRASV12 0%, HPDE-C7 viability -7%, TNAP inhibition 6%, Spn MK inh 6, Spn PMK inh 16, HT1080 cytotoxicity 5%, DPM-DC inhibit inactive and LYP inhibition 11%.
For CC(=O)c1c(C)[nH]c(C(=O)OCC(=O)Nc2ncc(Cl)c(C)c2Cl)c1C the results were Bfl-1 inhibitors 17%, HPDE-C7K KRASV12 -2%, HPDE-C7 viability -11%, TNAP inhibition 12%, Spn MK inh 4, Spn PMK inh 12, HT1080 cytotoxicity -1% and DPM-DC inhibit inactive.
Cc1ccc(Cn2nnc3c(=O)n(CC(=O)N4CCN(c5ccccc5)CC4)cnc32)cc1 was read as Spn MK inh 9, Spn PMK inh 13, HT1080 cytotoxicity 6%, DPM-DC inhibit inactive and LYP inhibition 14%.
For NC(=O)CSc1nnc(-c2ccncc2)n1CCc1ccccc1 the results were Bfl-1 inhibitors -4%, HPDE-C7K KRASV12 -6%, HPDE-C7 viability -1%, TNAP inhibition 3%, Spn MK inh 13, Spn PMK inh 4, HT1080 cytotoxicity 7%, DPM-DC inhibit inactive and LYP inhibition 4%.
Screening COC(=O)C1=C(N)Oc2cc(C)n(CCCn3ccnc3)c(=O)c2C1c1cccc(Cl)c1 (configuration not stated) returned Bfl-1 inhibitors -1%, HPDE-C7K KRASV12 -15%, HPDE-C7 viability -1%, TNAP inhibition 12%, Spn MK inh 0, Spn PMK inh 11, HT1080 cytotoxicity -1% and DPM-DC inhibit inactive.
For Cc1ccc(C(C)C)c(OCC(=O)Nc2ccc(N3CCN(S(C)(=O)=O)CC3)cc2)c1 the results were Bfl-1 inhibitors 4%, HPDE-C7K KRASV12 1%, HPDE-C7 viability -4%, TNAP inhibition -2%, Spn MK inh 0, Spn PMK inh 0, HT1080 cytotoxicity -1%, DPM-DC inhibit inactive and LYP inhibition 7%.
CCOC(=O)C(NC(=O)c1ccc(F)cc1)(Nc1nnc(C)s1)C(F)(F)F (configuration not stated) was read as Bfl-1 inhibitors -4%, HPDE-C7K KRASV12 -10%, HPDE-C7 viability -8%, TNAP inhibition 4%, Spn MK inh 8, Spn PMK inh 14, HT1080 cytotoxicity 5%, DPM-DC inhibit inactive and LYP inhibition -1%.
For COC(=O)c1ccc(NC(=O)CCn2c(=O)oc3ccccc32)cc1 the results were Bfl-1 inhibitors -7%, HPDE-C7K KRASV12 -8%, HPDE-C7 viability -16%, TNAP inhibition 12%, Spn MK inh 8, Spn PMK inh 17, HT1080 cytotoxicity 6%, DPM-DC inhibit inactive and LYP inhibition 0%.
`Cc1cccc(C)c1NC(=O)c1cc(S(=O)(=O)N2CCOCC2)ccc1F` gave Bfl-1 inhibitors 7%, HPDE-C7K KRASV12 -10%, HPDE-C7 viability -47%, TNAP inhibition 3%, Spn MK inh 6, Spn PMK inh 7, HT1080 cytotoxicity -11%, DPM-DC inhibit inactive, LYP inhibition 14%, Spn PMK inh pilot replicates 3.0, Spn MK inh pilot replicates 0.0 and DPM-DC inhibit pilot screen % 0.5.
For Cc1c(C#N)c2ncnc(-c3ccccc3)c2n1-c1ccccc1 the results were Bfl-1 inhibitors 2%, HPDE-C7K KRASV12 -5%, HPDE-C7 viability -12%, TNAP inhibition 14%, Spn MK inh 11, Spn PMK inh 13, HT1080 cytotoxicity -2%, DPM-DC inhibit inactive, LYP inhibition 9%, Spn PMK inh pilot replicates 4.0, Spn MK inh pilot replicates 0.5 and DPM-DC inhibit pilot screen % 1.5.
Screening COc1ccc(OCCN2CCN(C3CC(=O)N(CCC(C)C)C3=O)CC2)cc1 (configuration not stated) returned Bfl-1 inhibitors 0%, HPDE-C7K KRASV12 4%, HPDE-C7 viability 11%, TNAP inhibition -1%, Spn MK inh 11, Spn PMK inh 0, HT1080 cytotoxicity 1% and DPM-DC inhibit inactive.
O=C(OCC1COc2ccccc2O1)c1ccccc1F (configuration not stated) was read as Bfl-1 inhibitors -6%, HPDE-C7K KRASV12 -12%, HPDE-C7 viability -7%, TNAP inhibition 12%, Spn MK inh 0, Spn PMK inh 13, HT1080 cytotoxicity 2%, DPM-DC inhibit inactive and LYP inhibition 11%.
COc1cccc(NC(=O)N2CCCC(C(=O)Nc3ccccc3OC)C2)c1 (configuration not stated) was read as Bfl-1 inhibitors -11%, HPDE-C7K KRASV12 6%, HPDE-C7 viability 4%, TNAP inhibition 12%, Spn MK inh 6, Spn PMK inh 12, HT1080 cytotoxicity -18% and DPM-DC inhibit inactive.
CC(C)Oc1ccc(NC(=O)Oc2ccccc2)cc1 was read as Bfl-1 inhibitors -10%, HPDE-C7K KRASV12 3%, HPDE-C7 viability 5%, TNAP inhibition 4%, Spn MK inh 12, Spn PMK inh 5, HT1080 cytotoxicity 1%, DPM-DC inhibit inactive and LYP inhibition 9%.
For CC(C)(C)OC(=O)N[C@@H](Cc1ccccc1)c1nnc(S(=O)(=O)Cc2cccc(F)c2)o1 the results were Bfl-1 inhibitors 12%, HPDE-C7K KRASV12 -22%, HPDE-C7 viability -11%, TNAP inhibition 4%, Spn MK inh 4, Spn PMK inh 11, HT1080 cytotoxicity -12%, DPM-DC inhibit inactive and LYP inhibition -1%.
Screening Cc1ccc(-c2nc(CS(=O)CC(=O)NCCC(C)C)c(C)o2)cc1 (configuration not stated) returned Bfl-1 inhibitors 3%, HPDE-C7K KRASV12 6%, HPDE-C7 viability -3%, TNAP inhibition 6%, Spn MK inh 8, Spn PMK inh 1, HT1080 cytotoxicity -8%, DPM-DC inhibit inactive and LYP inhibition 5%.
COc1ccc(OCc2nnc(SCC(=O)NCc3ccco3)o2)cc1 was read as Bfl-1 inhibitors -7%, HPDE-C7K KRASV12 -15%, HPDE-C7 viability 0%, TNAP inhibition 13%, Spn MK inh 9, Spn PMK inh 14, HT1080 cytotoxicity 13% and DPM-DC inhibit inactive.
`CC(C)CNc1nc(Oc2ccc(=O)n(-c3ccccc3)n2)nc(N2CCOCC2)n1` gave Bfl-1 inhibitors 5%, HPDE-C7K KRASV12 -4%, HPDE-C7 viability -13%, TNAP inhibition 7%, Spn MK inh 4, Spn PMK inh 17, HT1080 cytotoxicity 8%, DPM-DC inhibit inactive and LYP inhibition 20%.
`NC(N)=NC(=O)c1nc(Cl)c(N)nc1N` gave Bfl-1 inhibitors -2%, HPDE-C7K KRASV12 5%, HPDE-C7 viability -10%, TNAP inhibition 12%, Spn MK inh 11, Spn PMK inh 11, HT1080 cytotoxicity 21%, DPM-DC inhibit inactive, LYP inhibition 16%, Spn PMK inh pilot replicates 0.5, Spn MK inh pilot replicates 0.0 and DPM-DC inhibit pilot screen % 28.
`O=C(c1cccs1)n1cc(C(=S)N2CCOCC2)c2ccccc21` gave Bfl-1 inhibitors 0%, HPDE-C7K KRASV12 10%, HPDE-C7 viability 2%, TNAP inhibition 8%, Spn MK inh 4, Spn PMK inh 4, DPM-DC inhibit inactive and LYP inhibition 5%.
`CCCc1nc(NC(C)=O)c(C#N)c(-c2ccco2)c1CC` gave Bfl-1 inhibitors -7%, HPDE-C7K KRASV12 8%, HPDE-C7 viability -4%, TNAP inhibition -6%, Spn MK inh 0, Spn PMK inh 0, DPM-DC inhibit inactive and LYP inhibition -4%.
`N#Cc1c(-c2ccccc2)nc(N2CCOCC2)[nH]c1=O` gave Spn MK inh 0, Spn PMK inh 16, HT1080 cytotoxicity -3%, DPM-DC inhibit inactive and LYP inhibition -1%.
Screening CS(=O)(=O)Nc1ccc(C(=O)NCCC2=CCCCC2)cc1 returned Bfl-1 inhibitors -7%, HPDE-C7K KRASV12 -2%, HPDE-C7 viability -10%, TNAP inhibition 11%, Spn MK inh 3, Spn PMK inh 0, HT1080 cytotoxicity 7% and DPM-DC inhibit inactive.
Screening CCOC(=O)C1=C(c2ccccc2)NC(=O)NC1c1ccc(OCC#N)c(OC)c1 (configuration not stated) returned Bfl-1 inhibitors -10%, HPDE-C7K KRASV12 2%, HPDE-C7 viability 5%, TNAP inhibition 3%, Spn MK inh 1, Spn PMK inh 7, HT1080 cytotoxicity -11% and DPM-DC inhibit inactive.
`CCOC(=O)C1CCCN(c2cc(C)nc3cc(-c4ccc(F)cc4)nn23)C1` (configuration not stated) gave Bfl-1 inhibitors -16%, HPDE-C7K KRASV12 3%, HPDE-C7 viability 9%, TNAP inhibition 9%, Spn MK inh 9, Spn PMK inh 1, HT1080 cytotoxicity 2%, DPM-DC inhibit inactive and LYP inhibition 1%.
CC1(C)Cc2ccccc2C(=NCCCC(=O)O)N1 was read as Bfl-1 inhibitors -10%, HPDE-C7K KRASV12 -6%, HPDE-C7 viability -12%, TNAP inhibition 4%, Spn MK inh 1, Spn PMK inh 15, HT1080 cytotoxicity -2%, DPM-DC inhibit inactive and LYP inhibition 7%.
For CC1CCN(c2c(NCc3ccc(C(=O)NCc4cccnc4)cc3)c(=O)c2=O)CC1 the results were Bfl-1 inhibitors 0%, HPDE-C7K KRASV12 -8%, HPDE-C7 viability -4%, TNAP inhibition 5%, Spn MK inh 16, Spn PMK inh 1, HT1080 cytotoxicity -2%, DPM-DC inhibit inactive and LYP inhibition -13%.
For COc1cc(OC)c(NS(=O)(=O)c2coc(C(N)=O)c2)cc1Cl the results were Bfl-1 inhibitors 2%, HPDE-C7K KRASV12 11%, HPDE-C7 viability 8%, TNAP inhibition 5%, Spn MK inh 6, Spn PMK inh 11, HT1080 cytotoxicity 7%, DPM-DC inhibit inactive and LYP inhibition -9%.
`CCCCOC(=O)n1c(=O)oc2cc(S(=O)(=O)N3CCCCC3)ccc21` gave Bfl-1 inhibitors -4%, HPDE-C7K KRASV12 2%, HPDE-C7 viability 5%, TNAP inhibition 2%, Spn MK inh 7, Spn PMK inh 2, HT1080 cytotoxicity -14%, DPM-DC inhibit inactive and LYP inhibition 11%.

Two compounds picked at random from the list so far, as already listed:
For COC(=O)c1ccc(NC(=O)CCn2c(=O)oc3ccccc32)cc1 the results were Bfl-1 inhibitors -7%, HPDE-C7K KRASV12 -8%, HPDE-C7 viability -16%, TNAP inhibition 12%, Spn MK inh 8, Spn PMK inh 17, HT1080 cytotoxicity 6%, DPM-DC inhibit inactive and LYP inhibition 0%.
`N#Cc1c(-c2ccccc2)nc(N2CCOCC2)[nH]c1=O` gave Spn MK inh 0, Spn PMK inh 16, HT1080 cytotoxicity -3%, DPM-DC inhibit inactive and LYP inhibition -1%.
